Assay outcomes deposited in PubChem by several laboratories.
PriA SSB inh = inhibitors of Klebsiella pneumoniae PriA binding to SSB C-terminal tail; inhibition, % at 33 µM; actives 0.6% (n = 430,000); AID 1272365; AlphaScreen SSBct-PriA binding, biotinylated peptide; in the data active means inhibition mostly above about 37%, no sharp cut-off; inactive means mostly below about 20%;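 further: plate controls were negative control peptide for no effect and reference peptide for full effect; strong numbers were not always called active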
MazF activator = increases E. coli MazEF RNase cleavage of RNA. FAM/BHQ RNA-DNA oligo cleavage fluorescence, 5 h. activation, % at 20 µM. actives 0.32% (n = 350,000); in the data active means activation above about 50%
Target sequence (P0AE70 whole entry, looked up): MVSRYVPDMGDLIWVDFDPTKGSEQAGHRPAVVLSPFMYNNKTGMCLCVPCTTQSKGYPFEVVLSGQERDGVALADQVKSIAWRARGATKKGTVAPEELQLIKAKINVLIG
Vc quorum ag = induces V. cholerae light production without autoinducers; V. cholerae BH1578 lux reporter, luminescence, 6 h; activation, % at 18.7 µM; actives 0.16% (n = 350,000); AID 588436; in the data active means activation mostly above about 9.7%, no sharp cut-off; further: not every result past the cut was called active; inactives centre near 0; reference of the scale not given here
FBA Mtb inh = inhibits M. tuberculosis FBA enzyme; P9WQA3; purified M. tuberculosis FBA, fluorescence read-out; inhibition, % at 1 µM; actives 2.3% (n = 360,000); AID 588726; in the data active means inhibition above about 27%;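 further: 0% = vehicle and 100% = reference inhibitor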
Target sequence (P9WQA3 whole entry, looked up): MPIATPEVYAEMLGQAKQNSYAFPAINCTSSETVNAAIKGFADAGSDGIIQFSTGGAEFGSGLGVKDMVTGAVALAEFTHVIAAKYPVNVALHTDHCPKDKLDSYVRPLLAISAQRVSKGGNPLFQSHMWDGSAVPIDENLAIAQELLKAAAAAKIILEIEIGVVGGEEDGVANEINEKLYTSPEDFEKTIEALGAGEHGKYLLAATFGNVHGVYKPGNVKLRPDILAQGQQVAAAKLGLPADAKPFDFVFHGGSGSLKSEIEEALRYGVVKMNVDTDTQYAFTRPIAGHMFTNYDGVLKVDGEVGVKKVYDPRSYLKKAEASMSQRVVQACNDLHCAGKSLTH
GDH-TPI inh = inhibits GDH-TPI coupling enzymes, artifact for Mtb FBA screen; GDH-TPI coupled enzyme counterscreen, NADH absorbance; inhibition, % at 4.8 µM; actives 1.2% (n = 360,000); AID 588335; in the data active means inhibition above about 30%;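 further: 0% = DMSO wells and 100% = wells lacking the enzyme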
DUSP3 inh = DUSP3 (human) phosphatase inhibition; P51452; recombinant VHR phosphatase, pNPP absorbance; inhibition, % at 13.3 µM; actives 0.52% (n = 290,000); in the data active means inhibition above about 50%; further: some compounds called inactive have numbers as strong as hits
Target sequence (P51452 whole entry, looked up): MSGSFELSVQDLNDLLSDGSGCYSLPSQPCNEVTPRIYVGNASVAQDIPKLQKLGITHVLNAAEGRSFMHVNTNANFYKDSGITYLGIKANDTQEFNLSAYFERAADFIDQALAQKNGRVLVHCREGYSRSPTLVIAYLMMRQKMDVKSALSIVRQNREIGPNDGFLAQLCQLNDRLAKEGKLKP
Mtb BioA inh = BioA (M. tuberculosis) enzyme inhibition; actives 0.096% (n = 360,000); purified M. tuberculosis BioA enzyme, plate reader; inhibition, % at 9.99 µM; in the data active means inhibition above about 40%
SARS 3CLpro inh = SARS-CoV 3CLpro protease inhibition; recombinant SARS-CoV 3CLpro, quenched FRET peptide cleavage; actives 0.14% (n = 290,000); P0C6X7; inhibition, % at 6 µM; in the data active means inhibition above about 12%
Rv3671c inh = Rv3671c (M. tuberculosis) protease inhibition; inhibition, % at 5.96 µM; actives 0.048% (n = 320,000); AID 2606; in the data active means inhibition above about 38%;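 further: extracellular domain of Rv3671c used as enzyme; 0% = enzyme with DMSO and 100% = no enzyme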
Target sequence (P9WHR9 whole entry, looked up, the tested form may be a part): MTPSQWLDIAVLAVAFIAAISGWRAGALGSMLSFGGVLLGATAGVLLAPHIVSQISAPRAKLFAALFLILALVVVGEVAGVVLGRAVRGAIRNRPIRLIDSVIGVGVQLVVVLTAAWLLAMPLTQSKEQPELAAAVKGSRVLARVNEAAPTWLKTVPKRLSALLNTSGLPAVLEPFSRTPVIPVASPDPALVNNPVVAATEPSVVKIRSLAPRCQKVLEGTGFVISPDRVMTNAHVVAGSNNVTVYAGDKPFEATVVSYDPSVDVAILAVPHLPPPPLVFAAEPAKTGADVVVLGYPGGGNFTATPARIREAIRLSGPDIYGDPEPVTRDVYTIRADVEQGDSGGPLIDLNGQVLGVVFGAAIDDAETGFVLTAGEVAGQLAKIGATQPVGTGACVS
Mtb UGM inh = blocks M. tuberculosis UGM enzyme; purified UGM, fluorescence polarization probe displacement; actives 0.06% (n = 320,000); inhibition, % at 10 µM; P9WIQ1; in the data active means inhibition above about 10%, passing the limit was not always enough
An asterisk follows results filed as active; i = inactive; · = no result given; & = joins results of further samples. A portion of the library; the hit share may differ from the screen's.

nr	molecule	PriA SSB inh	MazF activator	Vc quorum ag	FBA Mtb inh	GDH-TPI inh
1	N#Cc1cccc(-c2csc(C(O)(c3ccccc3)C(F)(F)F)n2)c1 (centres undefined)	·	·	-0.5	1.0	9.8
2	O=C(O)c1ccccc1OCC1CCCO1 (centres undefined)	-12.5	9.2	-3.6	0.1	-1.8
3	CCC1CCc2sc(C(=O)NCc3ccccn3)cc2C1 (centres undefined)	8.8	-4.6	i	0.7	-6.7
4	Cc1ccnc(NC(=O)c2ccc(Cl)c(NC(=O)C(C)Oc3ccccc3)c2)c1 (centres undefined)	-8.8	3.1	-0.6	-2.5	-2.5
5	COc1ccc(C(=O)NCN2CCN(c3ccccc3)CC2)cc1OC	-8.1	5.1	i	-0.6	-4.9
6	Cn1cccc1CC(=O)NNC(=O)Nc1cccc(Cl)c1	1.8	2.6	-0.2	0.8	-9.3
7	C[C@@H]1CN([C@H](C)CO)C(=O)CCCn2nncc2CO[C@H]1CN(C)Cc1ccc(C(F)(F)F)cc1	·	3.0	i	3.0	12.4
8	O=C(C1=C[C@@H]2[C@H]3C(=O)N(c4cccc(Cl)c4)C(=O)[C@H]3[C@@H](C(=O)c3ccc(Cl)cc3)N2C=C1)c1ccccc1	-0.2	-3.8	-0.5	0.9	1.9
9	CCCCN(C=O)c1c(CC)nc2ccc(C(=O)NCCN(C)C)cn12	·	·	1.2	3.4	-2.7
10	COc1ccccc1CNC(=O)CCCNC(=O)c1ccc(Cl)cc1	-0.7	7.4	-0.3	2.4	7.4
11	O=C(c1cccc(S(=O)(=O)Nc2ccccc2F)c1)N1CCN(c2ccccc2F)CC1	-10.0	-6.8	-1.6	0.0	3.2
12	CC(C)(C#N)Cc1cc(CC(C)(C)C#N)cc(C(C)(C)C)c1	-37.4	1.9	i	-1.7	-5.7
13	COc1ccccc1CCC(=O)Nc1ccc(C)cc1Cl	-12.0	-5.0	i	3.2	3.7
14	S=C(NCCc1ccccc1)NCc1ccccc1Cl	-19.7	7.4	-0.2	3.0	2.9
15	CCC(=O)NC(=S)Nc1ccc(NC(=O)COc2ccc([N+](=O)[O-])cc2)cc1	0.3	5.4	-0.1	-0.3	3.9

nr	DUSP3 inh	Mtb BioA inh	SARS 3CLpro inh	Rv3671c inh	Mtb UGM inh
1	·	0.2	·	·	·
2	30.5	-0.6	4.1	-0.1	-2.7
3	21.8	2.0	-1.1	0.0	2.1
4	18.5	·	-2.7	2.4	0.6
5	·	1.2	·	7.3	-0.2
6	12.7	·	-1.0	-15.2	-0.5
7	·	1.3&1.9	·	·	·
8	2.3	-0.9	2.4	-3.8	1.2
9	·	-0.3	·	·	·
10	-20.2	-1.3	0.8	-5.3	-0.2
11	9.9	·	5.6	-11.5	3.1
12	16.6	-0.2	1.3	-3.9	-2.5
13	20.7	·	0.9	1.2	0.5
14	2.3	·	4.0	-10.2	1.3
15	17.6	·	6.5	-6.6	-0.1

Further records
nr	molecule	PriA SSB inh	MazF activator	Vc quorum ag	FBA Mtb inh	GDH-TPI inh
16	COc1ccc(CCNC(=O)COC(=O)c2cnc(C)cn2)cc1	-20.0	1.2	i	-0.2	-6.8
17	COc1ccccc1N1CCN(C(CNC(=O)c2ccco2)c2cccnc2)CC1 (centres undefined)	-11.4	6.6	-0.6	-2.2	10.6
18	CCCOc1ccccc1C1C(C(=O)OC)=CN(C(C)C)C=C1C(=O)OC	-67.4	0.4	-1.0	164.7*	12.7
19	CC(=O)Nc1ccc2c(c1)[nH]c(=O)c1ccccc12	-6.8	9.5	-1.0	49.8*	19.7
20	CCN(C(=O)COC(=O)c1cc(S(=O)(=O)N(C)C)ccc1Cl)C1CCS(=O)(=O)C1 (centres undefined)	-6.7	-7.2	-1.0	-0.1	-2.1
21	Cc1nc(C)n(C(=O)N(c2ccccc2)c2ccccc2)n1	-2.0&-23.1	6.5	i	-9.6	-9.7
22	CCOC(=O)[C@H]1[C@H]2COc3ccc(Br)cc3[C@@H]2N2C(=O)CN(Cc3ccco3)C(=O)[C@@]12C	-9.2	8.9	i	-1.4	-3.2
23	Cc1cc(NC(=O)CCC(=O)N(c2cccnc2)C(C(=O)NC2CCCC2)c2ccccc2)no1 (centres undefined)	-10.1	-11.9	-0.6	0.6	-0.8
24	O=C(OCc1c(-c2ccccc2)ncc2ccccc12)c1cccs1	-1.1	-15.6	-0.8	5.0	12.7
25	Cc1c(N(C)C)c(=O)n(-c2ccccc2)n1C	-1.0	3.0	-0.1	1.2	0.0
26	Cc1cccc(NC(=O)C2CCC(CNC(=O)[C@@H]3Cc4ccccc4CN3)CC2)c1 (some centres undefined)	8.5	-10.0	i	4.2	6.3
27	C[C@H](NS(=O)(=O)c1ccc(Cl)cc1)C(=O)OCC(=O)Nc1cc(S(=O)(=O)N2CCOCC2)ccc1Cl	-1.1	9.9	-0.3	1.8	7.5
28	CC(=O)N1c2ccc(S(=O)(=O)N3CCCCC3)cc2CC1C(=O)Nc1ccccc1C(F)(F)F (centres undefined)	-6.0	-2.5	i	-4.9	5.7
29	COc1cccc(C(=O)N(C)CC2CCN(CCc3cccc(C(F)(F)F)c3)CC2)c1	-5.2	-9.2	-0.6	-1.0	-1.5
30	O=CNCCCc1nc2ccccc2n1Cc1ccccc1	-8.7	-0.7	i	-2.1	-3.8

nr	DUSP3 inh	Mtb BioA inh	SARS 3CLpro inh	Rv3671c inh	Mtb UGM inh
16	17.3	·	2.8	-1.7	0.8
17	6.6	-0.3	-3.4	-5.9	-1.1
18	-7.5	0.2	-0.2	1.4	-0.8
19	·	·	·	·	·
20	·	-1.5	·	-0.7	-1.8
21	-1.4	1.0	-8.2	-8.7	0.7
22	·	-1.5	·	-9.1	0.5
23	15.3	0.4	-3.3	-3.2	2.2
24	·	0.5	·	-9.0	-2.3
25	·	2.2	·	6.3	0.5
26	-30.6	·	-5.2	-11.8	3.5
27	·	-1.0	·	·	·
28	5.5	·	-0.7	-13.9	1.8
29	6.5	-1.7	-3.9	4.8	1.6
30	15.4	6.0	-3.2	-2.1	-1.3

Following part:
nr	molecule	PriA SSB inh	MazF activator	Vc quorum ag	FBA Mtb inh	GDH-TPI inh
31	O=C(CSc1nc(-c2ccccc2)c(-c2ccccc2)[nH]1)N1CCN(S(=O)(=O)c2ccccc2)CC1	11.3	-4.3	-0.2	9.8	-2.2
32	CCc1ccc2[nH]c(=O)c(C(c3nnnn3CC3CCCO3)N3CCN4CCCC4C3)cc2c1 (centres undefined)	3.9	-9.4	3.7	4.9	7.5
33	CC(C)c1nnc(NC(=O)CCC(=O)N2CCN(Cc3ccccc3)CC2)s1	-2.8	2.6	4.0	1.3	9.8
34	O=C(CS(=O)c1ccccc1[N+](=O)[O-])Oc1ccc(Br)cc1 (centres undefined)	-12.1	2.7	-0.4	1.8	-1.3
35	Cc1ccc(C)c(-n2c(SCC(=O)O)nc3sc4c(c3c2=O)CCCC4)c1	-15.2	0.7	i	0.7	22.6
36	O=C(CSc1nc(NS(=O)(=O)c2ccccc2)cc(=O)[nH]1)Nc1cccc(C(F)(F)F)c1	-7.5	9.9	-1.0	4.6	9.7
37	Cc1ccc(C(=O)C(OC(=O)CN2C(=O)c3ccccc3C2=O)c2ccccc2)cc1 (centres undefined)	4.4	2.7	-0.3	0.2	-0.6
38	O=C(NCc1ccc2c(c1)OCO2)c1ccc(S(=O)(=O)N2CCCCC2)cc1	-4.8	-0.9	-0.6	2.7	-0.5
39	COc1ccc(N2C(=O)C3CCCN3C2c2cc(OC)c(OC)cc2OC)cc1 (centres undefined)	-0.9	7.5	-0.2	1.2	8.9
40	O=C(Oc1ccccc1)c1cc2ccccc2oc1=O	-12.9	3.0	-2.4	5.7	15.4
41	CC(=O)N1CCN(c2ccc(NC(=O)c3ccc(Cl)c([N+](=O)[O-])c3)cc2)CC1	2.5	5.0	i	-0.1	-5.9
42	Cc1nn2c(=S)[nH]nc2[nH]c1=O	-0.5	-5.6	-0.2	2.3	10.4
43	CC(C)Cn1c(SCC(=O)Nc2cccc(S(N)(=O)=O)c2)nc2ccccc2c1=O	3.5	8.3	-0.4	7.2	-1.9
44	Cc1cc(C)n(-c2nc3c(c(=O)[nH]c(=O)n3C)n2CC(O)COc2ccccc2)n1 (centres undefined)	4.5	-2.3	-0.4	0.7	-4.2
45	CCN1CCN(C(=O)C2CCN(S(=O)(=O)c3ccc(SC)cc3)CC2)CC1	-6.6	3.0	-0.2	-2.6	-11.1

nr	DUSP3 inh	Mtb BioA inh	SARS 3CLpro inh	Rv3671c inh	Mtb UGM inh
31	10.8	2.5	-6.5	-6.6	2.1
32	13.4	-0.2	2.8	5.1	-1.4
33	18.8	0.3	3.0	-0.3	-1.7
34	21.9	·	0.0	-4.2	-1.5
35	15.8	8.6	1.4	-7.8	2.6
36	39.0	-0.7	6.1	·	·
37	9.7	·	4.3	-6.3	-0.7
38	-32.1	-2.2	-3.8	1.7	-0.1
39	-12.0	-0.1	0.1	-6.5	0.9
40	9.3	·	3.4	1.1	-0.5
41	39.7	1.3	-5.2	0.5	2.6
42	-7.7	-0.6	4.7	6.9	-0.5
43	11.9	·	4.5	-17.2	1.5
44	32.6	-0.5	-0.1	6.2	-2.1
45	20.4	-0.3	-1.6	-15.9	-1.0

Some of these compounds in order of formula weight, smallest number first.
nr	molecule	PriA SSB inh	MazF activator	Vc quorum ag	FBA Mtb inh	GDH-TPI inh
42	Cc1nn2c(=S)[nH]nc2[nH]c1=O	-0.5	-5.6	-0.2	2.3	10.4
34	O=C(CS(=O)c1ccccc1[N+](=O)[O-])Oc1ccc(Br)cc1 (centres undefined)	-12.1	2.7	-0.4	1.8	-1.3
39	COc1ccc(N2C(=O)C3CCCN3C2c2cc(OC)c(OC)cc2OC)cc1 (centres undefined)	-0.9	7.5	-0.2	1.2	8.9
35	Cc1ccc(C)c(-n2c(SCC(=O)O)nc3sc4c(c3c2=O)CCCC4)c1	-15.2	0.7	i	0.7	22.6
33	CC(C)c1nnc(NC(=O)CCC(=O)N2CCN(Cc3ccccc3)CC2)s1	-2.8	2.6	4.0	1.3	9.8
41	CC(=O)N1CCN(c2ccc(NC(=O)c3ccc(Cl)c([N+](=O)[O-])c3)cc2)CC1	2.5	5.0	i	-0.1	-5.9
44	Cc1cc(C)n(-c2nc3c(c(=O)[nH]c(=O)n3C)n2CC(O)COc2ccccc2)n1 (centres undefined)	4.5	-2.3	-0.4	0.7	-4.2
45	CCN1CCN(C(=O)C2CCN(S(=O)(=O)c3ccc(SC)cc3)CC2)CC1	-6.6	3.0	-0.2	-2.6	-11.1
36	O=C(CSc1nc(NS(=O)(=O)c2ccccc2)cc(=O)[nH]1)Nc1cccc(C(F)(F)F)c1	-7.5	9.9	-1.0	4.6	9.7

nr	DUSP3 inh	Mtb BioA inh	SARS 3CLpro inh	Rv3671c inh	Mtb UGM inh
42	-7.7	-0.6	4.7	6.9	-0.5
34	21.9	·	0.0	-4.2	-1.5
39	-12.0	-0.1	0.1	-6.5	0.9
35	15.8	8.6	1.4	-7.8	2.6
33	18.8	0.3	3.0	-0.3	-1.7
41	39.7	1.3	-5.2	0.5	2.6
44	32.6	-0.5	-0.1	6.2	-2.1
45	20.4	-0.3	-1.6	-15.9	-1.0
36	39.0	-0.7	6.1	·	·

Additional records
nr	molecule	PriA SSB inh	MazF activator	Vc quorum ag	FBA Mtb inh	GDH-TPI inh
46	COc1cccc(C#Cc2ccc3c(c2)O[C@H](CN(C)C)[C@@H](C)CN([C@@H](C)CO)S3(=O)=O)c1	·	9.7	-0.3	11.5	1.4
47	Cc1c(C(=O)N2CCC2)oc2ccc(Cl)cc12	-4.1	4.5	-3.2	-1.6	-4.3
48	CCOC(=O)C1(CCOc2ccccc2)CCN(S(=O)(=O)N(C)C)CC1	-19.1	0.8	-0.2	1.6	-1.5
49	COc1cccc(CN(C)C(=O)c2ccc3c(=O)n4c(nc3c2)CCC4)c1	-10.2	2.5	i	2.4	-7.4

nr	DUSP3 inh	Mtb BioA inh	SARS 3CLpro inh	Rv3671c inh	Mtb UGM inh
46	·	-1.1&-1.8	·	·	·
47	·	-1.8	·	-4.0	1.0
48	16.5	0.2	-8.2	-2.0	-1.2
49	·	0.2	·	4.2	2.2
